From PubChem
NS3 helicase inh: HCV NS3 helicase inhibition | NS3 helicase DNA unwinding, Cy5 molecular beacon fluorescence | inhibition, % at 10.9 µM | 290,000 tested, 0.56% active | AID 1800;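 active = inhibition above the mean of all tested compounds plus 3 SD, set per campaign, cut at about 35% in these data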;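 also: 0% = DMSO wells and 100% = thioflavine S control wells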
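Material: hepatitis C virus NS3 helicase domain fragment enzyme; measured by: Cy5 fluorescence, 0 and 60 min reads; control set: DMSO and thioflavine S; incubation: 60 min unwinding reaction at 25 °C after ATP addition; read-out basis: % inhibition from 60/0 min fluorescence ratio, DMSO 0%, thioflavine S 100%; repeats: singlicate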
pCIP destab: lowers stability of the mouse p/CIP coactivator protein | AID 1984 | decrease of EGFP signal, % at 10 µM | F442A p/CIP-EGFP cells, EGFP fluorescence, 16 h | 290,000 tested, 0.01% active;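 active = EGFP signal decrease of at least 30% at 10 µM or well 3 SD below plate mean, unless failing retest; inactive = the rest, including hits failing retest or dose response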; also: some compounds called inactive have numbers as strong as hits; many of its hits are not listed in these tables
M18AAP inhibitor: blocks P. falciparum M18 aspartyl aminopeptidase. AID 1822. inhibition, % at 7.35 µM. 290,000 tested, 1.2% active. recombinant PfM18AAP, H-Glu-NHMec fluorogenic cleavage;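 active = inhibition above the campaign mean inhibition over all tested compounds plus 3 SD, cut at about 28% in these data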;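 also: 0% = plate median of test compound wells and 100% = 2 mM ZnCl2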
IMP-1 inh: blocks Pseudomonas aeruginosa IMP-1 metallo-beta-lactamase | purified IMP-1, nitrocefin hydrolysis, epi-absorbance fluorescence | inhibition, % at 5.6 µM | 290,000 tested, 0.45% active | AID 1556;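 active = inhibition above the mean plus 3 SD of all compounds in the same screening run, cut at about 4.5% in these data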;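 also: 0% = IMP-1 with DMSO and 100% = DMSO wells lacking enzyme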
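Test system: recombinant IMP-1 enzyme, purified / Medium: HEPES buffer pH 7.1 with ZnSO4 and Brij 35 / Doses: single dose, 5.6 µM / Times: 25 °C, 15 min preincubation, 25 min reaction / Detection: Epi-absorbance via hydrolysed-nitrocefin quenching of white-plate fluorescence, 480/530 nm, EDTA stop / Evaluation: percent inhibition from optical density relative to buffer-blank wells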
IDE cell inh: inhibits human insulin-degrading enzyme in HEK cells | AID 434962 | 320,000 tested, 0.41% active | inhibition, % at 5.59 µM | FAbetaB cleavage, fluorescence polarization | P14735;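 active = percent inhibition above the average of all tested compounds plus 3 SD, set per screening campaign, cut at about 16% in these data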;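 also: IDE supplied by intact live HEK cells; FP after avidin binding of uncleaved biotin substrate so inhibition keeps polarization high; 0% = DMSO wells and 100% = 60 µM reference IDE inhibitor Ii1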
FID counter: fluorescent intercalator displacement, NS3 helicase counter-screen; inhibition, % at 7.9 µM; 290,000 tested, 0.17% active; DNA fluorescent intercalator displacement, fluorescence; in the data active = inhibition above about 37%;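 also: 0% = vehicle and 100% = reference compound; higher means more ethidium bromide displaced from hairpin DNA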
VIM-2 inhibitor: blocks Pseudomonas aeruginosa VIM-2 metallo-beta-lactamase; purified VIM-2, nitrocefin hydrolysis, epi-absorbance fluorescence; inhibition, % at 5.6 µM; 290,000 tested, 0.89% active;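 active = inhibition above the mean of all tested compounds plus 3 SD, cutoff set per screening run, cut at about 7.5% in these data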;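 also: red hydrolysis product quenches plate fluorescence so inhibitors raise well fluorescence; 0% = enzyme with DMSO and 100% = DMSO without enzyme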
IDE act: boosts human insulin-degrading enzyme activity in HEK cells. P14735. 340,000 tested, 0.073% active. FAbeta-B cleavage, fluorescence polarization; 0% vehicle, 100% cell-free pure enzyme wells. AID 493087. activation, % at 5.96 µM;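 active = activation above the mean of all tested compounds plus 3 SD, set per screening campaign, cut at about 17% in these data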
UBC9 SUMO inh: inhibitors of human SUMOylation (UBC9) | AID 2006 | 290,000 tested, 0.36% active | P63279 | inhibition, % at 35 µM | HTRF SUMOylation assay, SAE1/SAE2 + UBC9, in vitro; in the data active = inhibition above about 50%, passing the limit was not always enough; also: strong numbers were not always called active
Target sequence (P63279 whole entry, looked up): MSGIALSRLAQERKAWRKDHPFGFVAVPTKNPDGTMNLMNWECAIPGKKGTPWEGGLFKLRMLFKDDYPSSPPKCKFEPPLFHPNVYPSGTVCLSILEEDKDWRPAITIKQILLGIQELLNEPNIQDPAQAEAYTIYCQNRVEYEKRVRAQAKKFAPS
The depositor's hits bear a star.

For Cn1cc(/C=N\NC(=O)C2COc3ccccc3O2)c2ccccc21 (stereo unspecified) the results were NS3 helicase inh -4, pCIP destab -2, M18AAP inhibitor -5, IMP-1 inh -2.7, IDE cell inh 4, FID counter -4, VIM-2 inhibitor -3.6 and UBC9 SUMO inh 6.
Screening COc1ccccc1CC(Cc1nc2ccccc2[nH]1)c1nc2ccccc2[nH]1 (stereo unspecified) returned NS3 helicase inh -19, pCIP destab -11, M18AAP inhibitor 12, IMP-1 inh -1.4, IDE cell inh 4, FID counter 25, VIM-2 inhibitor -2.0, IDE act 6 and UBC9 SUMO inh -36.
CSc1ncccc1C(=O)Nc1ccc(S(=O)(=O)NC2=NCCCCC2)cc1 was read as NS3 helicase inh 14, pCIP destab -2, M18AAP inhibitor -2, IMP-1 inh -3.2, IDE cell inh -2, FID counter -4, VIM-2 inhibitor 0.3, IDE act 3 and UBC9 SUMO inh 10.
`COc1ccc(CCC(=O)OCC(=O)Nc2ccccc2)cc1` gave NS3 helicase inh -3, pCIP destab 0, M18AAP inhibitor -1, IMP-1 inh 0.0, IDE cell inh 3, FID counter -15, VIM-2 inhibitor -2.1, IDE act 2 and UBC9 SUMO inh -1.
`COc1cc2c(cc1OC)C(C)N(S(=O)(=O)c1cn(C)c(C)n1)CC2` (stereo unspecified) gave NS3 helicase inh 9, pCIP destab 10, M18AAP inhibitor 5, IMP-1 inh 0.9, IDE cell inh 5, FID counter -2, VIM-2 inhibitor 0.9 and UBC9 SUMO inh 4.
For COc1ccc(Cn2c(=S)[nH]c3cc(OC)c(OC)cc3c2=O)cc1 the results were NS3 helicase inh -11, pCIP destab -11, M18AAP inhibitor -4, IMP-1 inh -2.9, IDE cell inh 0, FID counter 3, VIM-2 inhibitor -3.8, IDE act 4 and UBC9 SUMO inh -13.
Screening CCOc1ccc(-c2n[nH]c(C)c2Oc2ccc(OC)cc2)c(O)c1 returned NS3 helicase inh -5, pCIP destab 6, M18AAP inhibitor -4, IMP-1 inh -5.2, IDE cell inh 0, FID counter 1, VIM-2 inhibitor -5.0, IDE act 7 and UBC9 SUMO inh -4.
`Cc1ncc2c(c1OC(=O)c1ccc([N+](=O)[O-])cc1)COC(C)(C)OC2` gave NS3 helicase inh 7, pCIP destab 7, M18AAP inhibitor 5, IMP-1 inh -1.3, IDE cell inh -3, FID counter -10, VIM-2 inhibitor -2.5, IDE act 4 and UBC9 SUMO inh -12.
Screening COCCNC(=O)C(c1ccc(O)cc1)N(Cc1ccccc1)C(=O)CCC(=O)Nc1ccccn1 (stereo unspecified) returned NS3 helicase inh 2, pCIP destab 7, M18AAP inhibitor -1, IMP-1 inh 0.1, IDE cell inh 1, FID counter -24, VIM-2 inhibitor 1.1, IDE act 6 and UBC9 SUMO inh -6.
Cc1ccc(C)c(NC(=O)Cn2nc(C(F)(F)F)cc2C2CC2)c1 was read as NS3 helicase inh 3, pCIP destab -12, M18AAP inhibitor -3, IMP-1 inh -4.7, IDE cell inh 4, FID counter -3, VIM-2 inhibitor -3.6, IDE act 3 and UBC9 SUMO inh -6.
`Cc1ccc(SCc2[nH]nc3c2C(c2ccco2)C(C#N)=C(N)O3)cc1` (stereo unspecified) gave NS3 helicase inh 18, pCIP destab -4, M18AAP inhibitor 14, IMP-1 inh -0.9, IDE cell inh 1, FID counter -19, VIM-2 inhibitor -3.5, IDE act 0 and UBC9 SUMO inh 10.
For COC(=O)C1=C(C)N(C)C(C)=C(C(=O)OC)C1c1ccccn1 the results were NS3 helicase inh -1, pCIP destab -1, M18AAP inhibitor -4, IMP-1 inh -2.5, IDE cell inh 3, FID counter -3, VIM-2 inhibitor -1.6, IDE act 2 and UBC9 SUMO inh 10.
C=CCN1C(=O)C(Cc2ccccc2)SC1=Nc1ccc(C(=O)O)cc1 (stereo unspecified) was read as NS3 helicase inh -3, pCIP destab -15, M18AAP inhibitor 0, IMP-1 inh -1.2, IDE cell inh -1, FID counter -22, VIM-2 inhibitor -2.2, IDE act 0 and UBC9 SUMO inh 23.
Screening CCOc1ccc(NC(=O)CC2C(=O)N(c3ccc(OC)cc3)C(=O)N2CCc2cccs2)cc1 (stereo unspecified) returned NS3 helicase inh -17, pCIP destab -7, M18AAP inhibitor -9, IMP-1 inh -3.3, IDE cell inh 3, FID counter -13, VIM-2 inhibitor -1.4, IDE act 2 and UBC9 SUMO inh 3.
`CN(C)c1ccc(C(CNC(=O)c2ccc(F)cc2)c2c[nH]c3ccccc23)cc1` (stereo unspecified) gave NS3 helicase inh -14, pCIP destab -2, M18AAP inhibitor 11, IMP-1 inh -2.0, IDE cell inh 1, FID counter -12, VIM-2 inhibitor -1.7, IDE act 4 and UBC9 SUMO inh -30.

Nothing new here: 2 of the compounds above.
For COc1ccc(Cn2c(=S)[nH]c3cc(OC)c(OC)cc3c2=O)cc1 the results were NS3 helicase inh -11, pCIP destab -11, M18AAP inhibitor -4, IMP-1 inh -2.9, IDE cell inh 0, FID counter 3, VIM-2 inhibitor -3.8, IDE act 4 and UBC9 SUMO inh -13.
Screening CCOc1ccc(-c2n[nH]c(C)c2Oc2ccc(OC)cc2)c(O)c1 returned NS3 helicase inh -5, pCIP destab 6, M18AAP inhibitor -4, IMP-1 inh -5.2, IDE cell inh 0, FID counter 1, VIM-2 inhibitor -5.0, IDE act 7 and UBC9 SUMO inh -4.

The listing picks up; the 3 compounds before the break are reprinted first.
C=CCN1C(=O)C(Cc2ccccc2)SC1=Nc1ccc(C(=O)O)cc1 (stereo unspecified) was read as NS3 helicase inh -3, pCIP destab -15, M18AAP inhibitor 0, IMP-1 inh -1.2, IDE cell inh -1, FID counter -22, VIM-2 inhibitor -2.2, IDE act 0 and UBC9 SUMO inh 23.
Screening CCOc1ccc(NC(=O)CC2C(=O)N(c3ccc(OC)cc3)C(=O)N2CCc2cccs2)cc1 (stereo unspecified) returned NS3 helicase inh -17, pCIP destab -7, M18AAP inhibitor -9, IMP-1 inh -3.3, IDE cell inh 3, FID counter -13, VIM-2 inhibitor -1.4, IDE act 2 and UBC9 SUMO inh 3.
`CN(C)c1ccc(C(CNC(=O)c2ccc(F)cc2)c2c[nH]c3ccccc23)cc1` (stereo unspecified) gave NS3 helicase inh -14, pCIP destab -2, M18AAP inhibitor 11, IMP-1 inh -2.0, IDE cell inh 1, FID counter -12, VIM-2 inhibitor -1.7, IDE act 4 and UBC9 SUMO inh -30.
Screening Cc1ccc2[nH]c(=O)c(-c3nc4ccccn4c3NCc3ccco3)cc2c1 returned NS3 helicase inh 10, pCIP destab 9, M18AAP inhibitor 13, IMP-1 inh -6.4, IDE cell inh 4, FID counter -8, VIM-2 inhibitor -1.5, IDE act 3 and UBC9 SUMO inh 12.
Screening CCCCc1cc(=O)oc2cc(OC3CCCCC3=O)ccc12 (stereo unspecified) returned NS3 helicase inh -6, pCIP destab 1, M18AAP inhibitor 2, IMP-1 inh -1.8, IDE cell inh -1, FID counter -17, VIM-2 inhibitor -3.8, IDE act -3 and UBC9 SUMO inh 8.
`O=C(/C=C/c1ccc(Br)cc1)c1ccco1` gave NS3 helicase inh 12, pCIP destab -5, M18AAP inhibitor 29*, IMP-1 inh -3.9, IDE cell inh 0, FID counter 0, VIM-2 inhibitor 1.3, IDE act -1 and UBC9 SUMO inh 15.
CCn1c(SCC(=O)N(C)CC(=O)Nc2ccc(F)c(F)c2F)nnc1-c1ccco1 was read as NS3 helicase inh -5, pCIP destab -7, M18AAP inhibitor -1, IMP-1 inh -3.0, IDE cell inh 4, FID counter -26, VIM-2 inhibitor -1.7, IDE act 0 and UBC9 SUMO inh 0.
O=C(CCC(=O)N1CCCC1)Nc1ccc(Cl)c(Cl)c1 was read as NS3 helicase inh 6, pCIP destab -11, M18AAP inhibitor -4, IMP-1 inh -1.6, IDE cell inh -6, FID counter -12, VIM-2 inhibitor -1.8, IDE act 7 and UBC9 SUMO inh 14.
`Cc1ccc([N+](=O)[O-])cc1N/C=C/C(=O)c1ccco1` gave NS3 helicase inh 6, pCIP destab -4, M18AAP inhibitor -2, IMP-1 inh -2.8, IDE cell inh -1, FID counter -2, VIM-2 inhibitor 1.3, IDE act 0 and UBC9 SUMO inh -17.
Cc1nn(C(C)C(=O)NCCN2CCCCCC2)c(=O)c2nn(-c3ccccc3)c(C)c12 (stereo unspecified) was read as NS3 helicase inh -22, pCIP destab 3, M18AAP inhibitor 3, IMP-1 inh -2.5, IDE cell inh 3, FID counter -4, VIM-2 inhibitor -0.7, IDE act 6 and UBC9 SUMO inh 11.
Screening Cc1ccc(N(C(=O)CCC(=O)Nc2cc(C)on2)C(C(=O)NC2CCCC2)c2cccs2)cc1 (stereo unspecified) returned NS3 helicase inh -2, pCIP destab 6, M18AAP inhibitor 3, IMP-1 inh -6.1, IDE cell inh 6, FID counter -41, VIM-2 inhibitor -2.5, IDE act -3 and UBC9 SUMO inh -1.
Screening CCCN1C(=O)SC(CC(=O)Nc2cccc3ccccc23)C1=O (stereo unspecified) returned NS3 helicase inh 20, pCIP destab -12, M18AAP inhibitor 0, IMP-1 inh -1.8, IDE cell inh 2, FID counter -10, VIM-2 inhibitor 4.8, IDE act -2 and UBC9 SUMO inh 8.
Cc1cc(C)nc(SCC(=O)Nc2nonc2N)n1 was read as NS3 helicase inh 5, pCIP destab 22, M18AAP inhibitor 0, IMP-1 inh -0.7, IDE cell inh 4, FID counter 0, VIM-2 inhibitor -0.3, IDE act 1 and UBC9 SUMO inh -5.
For Cc1cc(NC(=O)c2ccccc2C)ccc1NC(=O)c1ccccc1Cl the results were NS3 helicase inh -3, pCIP destab -11, M18AAP inhibitor 3, IMP-1 inh -3.8, IDE cell inh 4, FID counter -18, VIM-2 inhibitor -3.4, IDE act -2 and UBC9 SUMO inh -8.
Screening COc1ccc(Nc2ncc(C(=O)O)c3ccccc23)cc1 returned NS3 helicase inh -1, pCIP destab -18, M18AAP inhibitor -6, IMP-1 inh -3.6, IDE cell inh 6, FID counter 5, VIM-2 inhibitor -3.1, IDE act 3 and UBC9 SUMO inh 0.
O=C(CCCCCCN1C(=O)c2ccccc2C1=O)N1CCC(c2ccccc2)C1 (stereo unspecified) was read as NS3 helicase inh 5, pCIP destab -8, M18AAP inhibitor -1, IMP-1 inh -3.3, IDE cell inh -8, FID counter -32, VIM-2 inhibitor -3.9, IDE act 0 and UBC9 SUMO inh -24.
`COc1ccc(C2(CNC(=O)c3ccc(OCC(C)C)cc3)CCOCC2)cc1` gave NS3 helicase inh -19, pCIP destab -5, M18AAP inhibitor 0, IMP-1 inh -3.2, IDE cell inh 6, FID counter -33, VIM-2 inhibitor -1.7, IDE act -2 and UBC9 SUMO inh -4.
Screening Cc1c(NC(=O)Nc2ccc(Cl)cc2)c(=O)n(-c2ccccc2)n1C returned NS3 helicase inh -1, pCIP destab 2, M18AAP inhibitor -1, IMP-1 inh -2.6, IDE cell inh -4, FID counter 0, VIM-2 inhibitor -2.6, IDE act 2 and UBC9 SUMO inh -2.
Screening Cc1ccc2sc(N(CCN(C)C)C(=O)/C=C/c3cccs3)nc2c1C returned NS3 helicase inh -43, pCIP destab 3, M18AAP inhibitor 0, IMP-1 inh -0.4, IDE cell inh 5, FID counter 15, VIM-2 inhibitor 0.4, IDE act 5 and UBC9 SUMO inh 5.
